TEAD-YAP inh – TEAD-YAP interaction inhibition; 640,000 tested, 1.4% active; inhibition, % at 9.12 µM; AID 1259422; HEK-TIYL cells, TEAD-Gal4/YAP UAS-luciferase luminescence; in the data active means inhibition above about 32%;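 further: 0% = median of test compound wells and 100% = reference inhibitor wells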
FBW7 act – activators of human E3 ligase FBW7 | AlphaScreen FBW7–phospho-cyclin E peptide binding, activator screen | normalized activity (activation), % at 26.1 µM | 650,000 tested, 0.13% active; in the data active means normalized activity above about 1.9%;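 further: purified mutant Fbw7 with reduced substrate affinity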
MITF primary – human MITF inhibition, primary screen; O75030; AlphaScreen MITF homodimerization, bead proximity signal; inhibition, % at 2.6 µM; 650,000 tested, 0.91% active; in the data active means inhibition above about 50%;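 further: 0% = vehicle wells with protein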
Target sequence (O75030 whole entry, looked up): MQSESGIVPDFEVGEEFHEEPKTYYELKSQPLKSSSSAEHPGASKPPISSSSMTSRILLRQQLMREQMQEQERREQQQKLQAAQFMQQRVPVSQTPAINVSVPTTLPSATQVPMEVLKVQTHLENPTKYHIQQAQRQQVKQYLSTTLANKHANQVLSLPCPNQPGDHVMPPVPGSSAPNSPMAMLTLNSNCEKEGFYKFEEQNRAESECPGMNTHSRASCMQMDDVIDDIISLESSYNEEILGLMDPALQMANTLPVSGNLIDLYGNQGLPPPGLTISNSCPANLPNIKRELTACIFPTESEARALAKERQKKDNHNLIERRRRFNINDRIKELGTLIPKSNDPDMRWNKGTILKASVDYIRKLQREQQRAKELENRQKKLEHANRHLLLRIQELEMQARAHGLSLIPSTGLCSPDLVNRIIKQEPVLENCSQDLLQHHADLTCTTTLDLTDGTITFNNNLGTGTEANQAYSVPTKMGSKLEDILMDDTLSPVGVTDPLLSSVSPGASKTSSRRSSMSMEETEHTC
GPR151 ag – activates the human receptor GPR151; Q8TDV0; AID 1508602; PathHunter beta-arrestin GPR151 cells, luminescence; activation, % at 11.2 µM; 650,000 tested, 1% active; in the data active means activation above about 4.9%;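 further: 0% = median of compound wells and 100% = cells with positive control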
Target sequence (Q8TDV0 whole entry, looked up): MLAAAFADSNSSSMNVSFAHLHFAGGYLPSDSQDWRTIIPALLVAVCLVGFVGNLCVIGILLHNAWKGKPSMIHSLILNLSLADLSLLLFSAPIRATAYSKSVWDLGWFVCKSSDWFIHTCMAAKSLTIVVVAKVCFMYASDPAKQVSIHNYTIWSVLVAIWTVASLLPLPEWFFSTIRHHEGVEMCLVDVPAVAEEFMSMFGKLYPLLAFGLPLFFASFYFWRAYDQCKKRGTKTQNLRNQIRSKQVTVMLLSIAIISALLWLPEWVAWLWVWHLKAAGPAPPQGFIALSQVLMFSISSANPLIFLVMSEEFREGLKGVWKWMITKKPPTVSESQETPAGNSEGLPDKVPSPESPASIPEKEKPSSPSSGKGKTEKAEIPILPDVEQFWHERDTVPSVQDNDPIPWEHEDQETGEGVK
Active calls of the source: *; · = not tested or not shown.

Each structure is followed by: TEAD-YAP inh | FBW7 act | MITF primary | GPR151 ag
CC1(C(=O)NCc2cccnc2)CC2c3ccccc3C1c1ccccc12 (stereo not given)
→ 1 | -0.2 | 1 | -1.4
CCN1C(=O)NC(c2ccc(Cl)cc2)C2=C1CCCC2=O (stereo not given)
→ 0 | 0.1 | 6 | -0.7
COc1ccc(OCC2c3cc(OC)c(OC)cc3CCN2C(=O)C(C)C)cc1 (stereo not given)
→ -11 | -0.2 | -17 | 4.6
O=C(Cc1cn(-c2ccc(Nc3ccncn3)nn2)c2ccccc12)NC1CC1
→ 3 | 0.1 | 2 | 0.1
COc1ccc(O)c(/C=N/NC(=O)CNc2ccc(C)cc2)c1
→ -1 | -0.2 | 2 | -0.1
CC1=C(C#N)C(Nc2ccc(Cl)cn2)(C(F)(F)F)C(=O)N1 (stereo not given)
→ -3 | 0.0 | 12 | -0.6
Cc1cccc(NC(=O)Nc2cc(N3CCCS3(=O)=O)ccc2C)c1
→ 1 | 0.2 | 19 | -0.5
CCn1c(SCc2ccc(C#N)cc2)nnc1-c1ccncc1
→ 5 | 0.3 | 14 | -1.4
COCCNC(=O)c1c[nH]c2ccc(S(=O)(=O)N(C)c3cccc(C)c3)cc2c1=O
→ 16 | 0.4 | 6 | -0.4
CC(=O)Nc1n[nH]c2nc(C)cc(C)c12
→ 3 | 0.0 | 0 | -0.3
OCCNc1ncnc2nc(Nc3cnccn3)[nH]c12
→ -1 | -0.2 | 6 | -1.8
CCOCCCNC(=O)/C(C#N)=C/c1c(Oc2ccc(CC)cc2)nc2ccccn2c1=O
→ 4 | 0.0 | 8 | -7.6
O=C(Nc1cccc(F)c1)c1cc(S(=O)(=O)NCc2ccc(Cl)c(Cl)c2)ccc1F
→ 0 | 0.7 | 2 | -1.1
COc1ccc(C2SCCN2S(=O)(=O)c2cccc(C(F)(F)F)c2)cc1[N+](=O)[O-] (stereo not given)
→ -15 | -0.1 | -8 | 0.4
COc1cccc(CNCc2c(C(=O)O)n(Cc3cccc(Cl)c3)c3ccccc23)c1
→ 9 | -0.1 | -5 | -1.8
CCCCNC(=O)CCCCCn1c(=O)[nH]c2cc(C(=O)OC)ccc2c1=O
→ -12 | 0.9 | 5 | -0.1
CCc1ccc(-c2cc(C(=O)Nc3cccc(Cl)c3C)c3ccccc3n2)cc1
→ 16 | 0.0 | 35 | -0.7
Cc1c(C#N)c2ccccc2n1CC(=O)N1CCCCCC1
→ 0 | 0.2 | -5 | 1.2
Cn1c(N/N=C/c2ccccc2)nc2sc3c(c2c1=O)CC(C)(C)OC3
→ 4 | -0.1 | -8 | -0.3
COc1ccc(CCNC(=O)CCC2COc3ccccc3O2)cc1OC (stereo not given)
→ -2 | 0.7 | 6 | -2.2
CC(=O)C(C)Sc1ncnc2c1c(-c1ccccc1)cn2-c1ccc(F)cc1 (stereo not given)
→ -13 | -0.1 | -9 | 0.0
CCc1ccc(C2=C(C(C)=O)Sc3nnc(C)n3N2C(C)=O)cc1
→ 7 | -0.2 | -1 | -0.6
CC(C)CC(NC(=O)Cc1ccccc1F)c1nc2cccnc2n1C (stereo not given)
→ -6 | -0.1 | -34 | -0.5
Brc1ccccc1Nc1ncnc2[nH]ncc12
→ 0 | 0.0 | 12 | -0.8
COc1cc(/C(C)=N/Nc2ccccc2C)cc(OC)c1OC
→ 1 | -0.1 | 0 | -0.5
O=C(c1ccc([N+](=O)[O-])cc1[N+](=O)[O-])N1CCN(C(=O)C2CCCO2)CC1 (stereo not given)
→ 2 | -0.1 | 0 | 0.2
CCCOc1ccc(-c2cc(C(=O)NO)[nH]n2)cc1C
→ -28 | -0.2 | 5 | 0.4
CCN(C(C)=O)c1nc(CN=C=S)cs1
→ 8 | -0.1 | -13 | -1.3
CC(NC(=O)CCc1ccccc1)c1nc(-c2cccnc2)n[nH]1 (stereo not given)
→ -13 | -0.1 | -6 | -0.9
Cc1ccc(C(C)C)c(OCC(=O)Oc2ccc3c(c2)oc(=O)c2ccccc23)c1
→ -2 | -0.1 | 10 | 2.0
CC(=O)Nc1ccccc1NC(=O)C(Cl)Cl
→ 8 | 0.3 | 6 | -0.5
COc1ccccc1OC(=O)CN1C(=O)c2ccccc2C1=O
→ 8 | -0.1 | -1 | -0.5
CCOC(=O)c1ccc(Nc2c(N)c(=O)oc3ccccc23)cc1
→ 52* | -0.1 | 3 | 0.4
COCCCNC(=O)c1sc2nc(C)nc(N3CCN(c4ccccn4)CC3)c2c1C
→ 24 | 0.7 | -11 | -0.4
Cc1cnc(C(=O)OCc2ccc(COC(=O)c3cnc(C)cn3)cc2)cn1
→ -8 | 0.2 | -3 | 1.3
COc1ccc(C)cc1S(=O)(=O)Nc1cccc(C(C)=O)c1
→ 1 | -0.2 | 2 | 0.2
COc1cccc(/C=C2N=C(/C=C/c3ccccc3OC)OC\2=O)c1
→ 3 | 0.5 | 2 | -0.2
COC(=O)c1cc(NC(=O)c2cc3ccccc3oc2=O)cc(C(=O)OC)c1
→ -5 | 1.0 | 13 | -0.8
O=C(Nc1cccc(O)c1)N1CCCCC1
→ 3 | 0.7 | 9 | -0.4
O=C(CCCCCN1C(=O)c2c(Cl)c(Cl)c(Cl)c(Cl)c2C1=O)OCC(=O)c1ccc([N+](=O)[O-])cc1
→ 11 | -0.1 | 8 | 0.9
O=C(CNC(=O)C(c1ccccc1)c1ccccc1)N/N=C\c1cc(O)ccc1[N+](=O)[O-]
→ -9 | 0.0 | -1 | -1.0
CCNc1nc(N)c(C(=O)c2ccc(F)cc2)s1
→ -5 | -0.1 | -6 | 0.3
COC(=O)c1cccc(NC(=O)COc2ccccc2C)c1
→ -48 | 0.0 | -14 | 0.5
O=C(CN(C(=O)c1ccc(Cl)cc1Cl)N1C(=O)CCCC1=O)c1cccs1
→ 3 | 0.1 | 1 | 0.1
O=C(Nc1cccc(-c2nc3cc(Cl)ccc3o2)c1)c1cc2ccccc2o1
→ -14 | 0.4 | 4 | -0.7
CC(C)CCOC(=O)c1ccc(N2C(=O)c3ccccc3C2=O)cc1
→ -5 | 0.1 | 9 | 0.7
O=C1CSC(c2cccc([N+](=O)[O-])c2)N1c1cccc(C(F)(F)F)c1 (stereo not given)
→ -11 | 0.1 | 9 | 2.0
O=C1/C(=C/c2ccc(-c3ccc(Cl)c(Cl)c3)o2)C=C(c2ccccc2)N1c1ccc(Sc2ccc([N+](=O)[O-])cc2)cc1
→ 4 | -0.1 | 10 | 0.8
O=C(O)CCCCCC[C@@H]1[C@@H](CC[C@@H](O)CCc2cccc(C(F)(F)F)c2)[C@H](O)C[C@@H]1O
→ · | · | -6 | 0.2
O=C(NC1CCCCC1)NC1(C(=O)NCc2cccs2)CCCCC1
→ -8 | 0.0 | 4 | 1.6

Next section, starting with the last 4 of the part before.
Each structure is followed by: TEAD-YAP inh | FBW7 act | MITF primary | GPR151 ag
O=C1CSC(c2cccc([N+](=O)[O-])c2)N1c1cccc(C(F)(F)F)c1 (stereo not given)
→ -11 | 0.1 | 9 | 2.0
O=C1/C(=C/c2ccc(-c3ccc(Cl)c(Cl)c3)o2)C=C(c2ccccc2)N1c1ccc(Sc2ccc([N+](=O)[O-])cc2)cc1
→ 4 | -0.1 | 10 | 0.8
O=C(O)CCCCCC[C@@H]1[C@@H](CC[C@@H](O)CCc2cccc(C(F)(F)F)c2)[C@H](O)C[C@@H]1O
→ · | · | -6 | 0.2
O=C(NC1CCCCC1)NC1(C(=O)NCc2cccs2)CCCCC1
→ -8 | 0.0 | 4 | 1.6
COCCOC(=O)C1=C(C)NC2=C(C(=O)CC(c3ccccc3)C2)C1c1cccc([N+](=O)[O-])c1 (stereo not given)
→ 9 | 0.0 | 7 | -0.4
O=[N+]([O-])c1cc2c(cc1/C=N/NC(=S)NCC1CCCO1)OCO2 (stereo not given)
→ -7 | 0.1 | -6 | 0.4
CCCCN(C)CCCN1C(=O)C2C(C(=O)Nc3ccc(Cl)c(Cl)c3)C3C=CC2(O3)C1C(=O)NC1CCCCC1 (stereo not given)
→ -4 | 0.4 | -9 | -0.7
COCCN1C(=O)C(C)Oc2ccccc21 (stereo not given)
→ 0 | 0.0 | 2 | 0.3
Cc1ccccc1-c1nnc(Cc2ccccc2)o1
→ -36 | 0.1 | 2 | 1.1
Cc1c(C)n2c3c(=O)n(CCC(C)C)c(=O)n(C)c3nc2n1C
→ -2 | -0.1 | -8 | -0.1
CCOc1ccc(C2CC(c3cccc(OC)c3)n3ncnc3N2)cc1 (stereo not given)
→ -5 | 0.0 | 1 | -0.9
Cc1ccc(-c2noc(=O)n2CC(=O)Nc2ccc(S(=O)(=O)NC3CC3)cc2)cc1
→ 7 | 0.0 | 3 | -1.0
O=C(c1coc2ccc(O)cc12)C1CC1
→ -6 | -0.1 | 10 | -1.2
CCc1ccc(CN2CCN(Cc3ccco3)CC2)cc1
→ -5 | -0.3 | 71* | 0.5
COc1cccc(CNC(=O)c2ccc(Cn3nnc4ccsc4c3=O)cc2)c1
→ 17 | 0.0 | -2 | 0.3
COC(=O)c1sc(NC(=O)CSc2n[nH]c(N)n2)c(C(=O)OC)c1C
→ -1 | 0.0 | -2 | 0.3
Cn1c(=O)[nH]c(=O)c2c1nc1n2CC(c2ccc(Br)cc2)O1 (stereo not given)
→ -1 | 0.1 | 10 | -0.1
O=C1CCc2cc(S(=O)(=O)NCCC(c3ccccc3)c3ccccc3)cc3c2N1CC3
→ 6 | 0.3 | 12 | -0.2
Cc1ccccc1NC(=O)CC1S/C(=N\N=C\c2cccc(O)c2)NC1=O (stereo not given)
→ -5 | 0.0 | 5 | -0.5
CCCC(=O)Nc1ccc(C(=O)N2CCN(c3ccccc3F)CC2)cc1
→ 10 | 0.8 | 13 | -0.8
N#C/C(=C\c1cccc([N+](=O)[O-])c1)C(=O)Nc1ccc([N+](=O)[O-])cc1C(F)(F)F
→ 8 | 0.1 | 0 | -0.3
CC1CCC2C(=O)N(c3cccc(OC(=O)Cc4ccccc4)c3)C(=O)C2C1 (stereo not given)
→ 6 | 0.1 | 1 | -0.1
CCC(=O)c1ccc(N2CCN(C(=O)c3ccc(F)cc3)CC2)c(F)c1
→ 9 | -0.1 | -14 | 0.1
CC(C)OC(=O)C1CC(C)(O)C(=O)C(C(=O)OC(C)C)C1c1ccc(N(C)C)cc1 (stereo not given)
→ 18 | 0.0 | -9 | 0.1

(more compounds)
mol	TEAD-YAP inh	FBW7 act	MITF primary	GPR151 ag
CSc1ncc2c(=O)[nH]c(-c3ccccc3)nc2n1	3	0.2	17	-0.4
CC(C)(C)CC(=O)Nc1ccc([N+](=O)[O-])cc1	4	-0.2	0	0.0
Cc1cc(C)n(C(=O)c2cc(Cl)nc3ccccc23)n1	12	0.4	2	-0.4
Cc1ccc(-c2ccc(C(=O)NCCc3ccccn3)c(NCC3CC3)n2)cc1	-12	0.3	13	-0.4
COc1ccc(OC)c2[nH]c(=O)c(CCNC(=O)CCc3ccccc3)cc12	-5	-0.1	-2	-1.3
O=C(c1cc(-c2ccc(O)cc2)on1)N1CCCc2ccccc21	25	0.0	0	-1.3
Cc1cc(NCCO)n2c(nc3ccccc32)c1C#N	-4	-0.1	-6	0.5
O=C(NCN1CCc2ccccc2C1)c1cnccn1	-5	0.0	-2	0.9
Cc1cc(C)n2ncc(C(=O)Nc3sc4c(c3C#N)CCC(C)C4)c2n1 (stereo not given)	3	-0.1	-2	-0.4
CCOC(=O)c1[nH]c(C)c(CNCc2ccco2)c1C	2	0.2	31	-1.3
Cc1cc(NCc2ccncc2)nc2ccccc12	-3	0.0	-11	0.0
CCOc1nc(C(N)=O)nc(N2CCCCC2)n1	-5	0.0	2	0.6
Cc1ccc(C2=Nc3ccccc3N=C(c3ccccc3)C2)c(O)c1	-47	0.0	-8	2.5
CC1(C)C2CCC1(C)C(N1CC(O)=C(c3nc4ccccc4s3)C1=N)C2 (stereo not given)	30	-0.1	-7	1.2
COc1ccccc1NC(=O)c1cc(S(=O)(=O)NCCC2=CCCCC2)ccc1F	4	0.1	12	-0.8
CS(=O)(=O)Nc1ccc(C(=O)NCc2ccccc2Cl)cc1	4	0.9	10	-0.9
N#CCN(CC#N)C(=S)Nc1ccc2ccccc2c1	8	-0.1	-1	-2.3
COC(=O)C1=C(N)OC2=C(C(=O)CCC2)C1c1ccc([N+](=O)[O-])cc1 (stereo not given)	3	-0.1	-13	-0.9
Cc1ccccc1NC(=S)Nc1cccnc1	1	0.1	9	-0.7
CC1CC(C)CN(S(=O)(=O)N2CCC(C(=O)NC3CCCCCCC3)CC2)C1 (stereo not given)	1	0.2	5	1.6
COc1cccc(-c2nnc(SC(C)C(=O)O)o2)c1 (stereo not given)	12	-0.1	2	-5.5
CCCCCCOc1ccc(OC(=O)c2cccc(I)c2)cc1	-2	0.1	15	-0.9
CCCC(C)NC(=O)c1ccc(Cl)c([N+](=O)[O-])c1 (stereo not given)	5	0.2	16	-1.1
O=C(NCCc1ccccc1)C1CCN(S(=O)(=O)N2CCC3(CC2)OCCO3)CC1	-5	-0.1	5	-0.4
COC(CNc1ncnc2c1c(-c1ccccc1)cn2-c1ccc(C)c(Cl)c1)OC	-1	-0.2	2	0.4
COc1ccccc1OCCNC(=O)c1ccc(F)c2ccccc12	5	0.0	1	-0.8
Cc1ccc(N(C)S(=O)(=O)c2ccc3[nH]cc(C(=O)N4CCC(C)CC4)c(=O)c3c2)cc1C	7	-0.1	0	-2.2
CCc1nnc(NC(=O)COc2ccc(C)cc2)s1	-6	-0.1	1	-0.2
CS(=O)(=O)c1ccc(-c2cccc3c2OC(CNC(=O)CC2CC2)C3)cc1 (stereo not given)	4	0.3	15	-0.3
Cc1ccc(-c2[nH]c(=S)[nH]c(=O)c2C#N)cc1	7	-0.1	6	3.6
CN(C)c1cccc(Nc2nc(NCCOc3ccccc3)c3ncn(Cc4ccc(C(F)(F)F)cc4)c3n2)c1	0	0.4	1	0.2
CCn1c(SCC(=O)Nc2cccc(F)c2)nnc1-c1cccn(C)c1=O	-4	0.2	18	0.7
